# Bioassay records: PubChem, several laboratories
# M5 antag = human M5 muscarinic receptor antagonists, primary screen, CHO cells, Fluo-8 calcium fluorescence; actives 0.59% (n = 360,000); AID 624040, 2012; inhibition, % at 3 µM; Muscarinic acetylcholine receptor M5 (Homo sapiens), P08912; CHO-hM5 cells, ACh EC80;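 active = inhibition above a per-plate cutoff, the mean of that plate's test compounds plus 3 SD, cut at about 27% in these data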;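 also: 0% = acetylcholine EC80 with DMSO and 100% = DMSO without agonist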
# M5 PAM = human M5 muscarinic receptor positive allosteric modulators, primary screen, CHO-K1 cells, Fluo-8 calcium fluorescence; Muscarinic acetylcholine receptor M5 (Homo sapiens), P08912; actives 0.3% (n = 360,000); CHO-K1 hM5, ACh EC20 PAM; 0% = ACh EC20, 100% = ACh EC100; activation, % at 3 µM;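 active = activation above the run cutoff, the mean activation of all test compounds plus 3 SD, cut at about 18% in these data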
#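 Replicates: One well per compound, no replicates | System: Human M5 receptor in CHO-K1 cells | Benchmarks: Low control EC20 acetylcholine (0%), high control EC100 acetylcholine (100%) | Probe or stimulus: Acetylcholine, EC20 level | Times: Fluo-8 loading 80 min at 37 °C plus 30 min room temperature | Signal: Intracellular calcium via Fluo-8 fluorescence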
# M4 PAM = human M4 muscarinic receptor positive allosteric modulators, primary screen, CHO-K1 cells, Fluo-8 calcium fluorescence; actives 0.4% (n = 360,000); Muscarinic acetylcholine receptor M4 (Homo sapiens), P08173; activation, % at 3 µM; CHO-K1 hM4/Gqi5, ACh EC20; 0% = ACh EC20, 100% = maximal ACh; AID 624126, 2012;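 active = activation above its plate's cutoff, the mean activation of sample wells plus 3 SD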; also: some results filed as inactive read as strong as hits
# Target sequence (P08173 whole entry, looked up): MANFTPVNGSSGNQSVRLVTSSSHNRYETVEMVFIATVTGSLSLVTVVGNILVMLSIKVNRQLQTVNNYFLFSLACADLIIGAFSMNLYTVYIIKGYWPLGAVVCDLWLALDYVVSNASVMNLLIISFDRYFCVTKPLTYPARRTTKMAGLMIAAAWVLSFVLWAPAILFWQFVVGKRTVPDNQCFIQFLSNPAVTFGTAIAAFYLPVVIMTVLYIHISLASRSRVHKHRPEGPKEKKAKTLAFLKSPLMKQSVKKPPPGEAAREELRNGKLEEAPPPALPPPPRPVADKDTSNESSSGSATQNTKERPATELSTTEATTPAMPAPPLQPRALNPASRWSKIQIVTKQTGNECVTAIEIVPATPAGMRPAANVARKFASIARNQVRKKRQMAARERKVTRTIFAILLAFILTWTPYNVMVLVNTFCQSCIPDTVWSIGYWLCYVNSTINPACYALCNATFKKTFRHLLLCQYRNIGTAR
# CRFBP-R2 agonist = agonists of CRF-BP/CRF-R2 complex, primary screen, cell-based, HEK293, calcium dye fluorescence, uHTS; actives 0.46% (n = 350,000); AID 588473, 2011; CRF-binding protein / CRF receptor 2 complex (human); calcium dye fluorescence (FLIPR); percent of saturating CRF peptide response; activation, % at 13.2 µM;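 active = activation of at least 50%, plus an integration ratio under a set limit after plate pattern correction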;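 also: plate controls were neutral control wells without compound for no effect and CRF at EC100 for full effect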
# CHO-K1 Ca PAM = nonselective calcium activators in parental CHO-K1 cells, primary screen, counter-screen for M1 PAM project, cell-based, Fluo-8 calcium fluorescence, full deck, 1536-well; AID 602247, 2012; activation, % at 3 µM; ATP EC20; 0% at ATP EC20, 100% at ATP max; actives 0.02% (n = 360,000);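 active = activation above the run cutoff, the mean activation of all test compounds plus 3 SD, cut at about 40% in these data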;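 also: peak over basal fluorescence ratio in a 140 s read after ATP addition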
# TAAR1 ag = human TAAR1 agonists, primary screen, Fluo-8 calcium fluorescence, CHO RD-HGA16 cells; Trace amine-associated receptor 1 (Homo sapiens), Q96RJ0; vehicle wells 0%, saturating PEA agonist 100%; activation, % at 3 µM; actives 0.99% (n = 360,000); AID 624467, 2012;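 active = activation above the mean activation of all test compounds in the run plus 3 SD, cut at about 38% in these data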
# Target sequence (Q96RJ0 whole entry, looked up): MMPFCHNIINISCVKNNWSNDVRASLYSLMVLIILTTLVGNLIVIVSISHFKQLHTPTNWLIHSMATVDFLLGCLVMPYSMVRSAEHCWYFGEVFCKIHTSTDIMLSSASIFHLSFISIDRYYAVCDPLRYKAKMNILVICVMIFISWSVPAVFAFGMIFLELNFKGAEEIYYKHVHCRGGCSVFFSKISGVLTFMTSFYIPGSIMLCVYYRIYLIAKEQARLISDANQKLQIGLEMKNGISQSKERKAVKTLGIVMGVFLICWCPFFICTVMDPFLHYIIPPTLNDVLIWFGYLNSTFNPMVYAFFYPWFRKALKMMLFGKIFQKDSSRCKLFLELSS
#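 test system = CHO RD-HGA16 cells carrying human TAAR1 plus Gα16 | schedule = 17-24 h seeding, 75 min 37 °C dye, 30 min RT | compound dosing = 3 µM single concentration | control set = DMSO and PEA EC100 | replicates = n 1 | signal = Fluo-8 fluorescence, 5 s baseline then 140 s kinetic read | measure = percent activation vs PEA EC100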
# TAAR1 antagonist = human TAAR1 antagonists, primary screen, Fluo-8 calcium fluorescence, CHO RD-HGA16 cells | antagonist | inhibition, % at 3 µM | actives 1.5% (n = 360,000);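 active = inhibition above a per-plate cutoff, the mean inhibition of test compounds on that plate plus 3 SD, cut at about 49% in these data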;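 also: 0% = DMSO plus EC80 beta-PEA response and 100% = DMSO alone without agonist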
#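 System: RD-HGA16 CHO cells with stable hTAAR1 and Gα16 | Probe or stimulus: EC80 β-phenethylamine stimulus | Dosing: 3 µM, single point | Times: Dye loading 75 min at 37 °C, then 30 min room temperature | Measured by: Fluo-8 calcium-sensitive fluorescence | Read-out basis: % inhibition of agonist calcium response | Replicates: n of 1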
# M5 ag = human M5 muscarinic receptor agonists, primary screen, CHO-K1 cells, Fluo-8 calcium fluorescence; Muscarinic acetylcholine receptor M5 (Homo sapiens), P08912; CHO-K1 hM5 cells; 0% DMSO wells, 100% maximal acetylcholine response; activation, % at 3 µM; actives 0.19% (n = 360,000); AID 624037, 2012;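 active = activation above the run's mean over test compounds plus 3 SD, cut at about 23% in these data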;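 also: signal is peak over basal fluorescence ratio across the kinetic read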
# CRFR2-BP antag = antagonists of CRF-BP/CRF-R2 complex, primary screen, cell-based, HEK293, calcium dye fluorescence, uHTS; CRF-induced calcium fluorescence; inhibition, % at 11.8 µM; actives 0.59% (n = 350,000); AID 588475, 2011;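 active = inhibition of the ligand-induced calcium signal above about 50% at the single tested concentration, limit read from the data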
# Starred values were filed as active, the others as inactive; . = no result given. Outcome played no part in choosing rows; about 4.2% have a hit in one of these screens.
SMILES,M5 antag,M5 PAM,M4 PAM,CRFBP-R2 agonist,CHO-K1 Ca PAM,TAAR1 ag,TAAR1 antagonist,M5 ag,CRFR2-BP antag
Cc1cccc(Nc2nc(-c3ccc(F)c(C)c3)cs2)n1,-6,3,-9,-1.6,9,3,27,-2,-4
NC(=O)c1ccc(-c2c(-c3ccccc3)sc3ccccc23)cc1,9,10,10,-0.6,14,13,-4,-3,0
COc1ccc(CCNC(=O)CCCc2nnc3n(C)c(=O)c4sccc4n23)cc1OC,-2,10,1,-0.5,4,5,-7,-3,4
C[C@@H]1CN([C@H](C)CO)C(=O)CCCn2cc(nn2)CO[C@H]1CN(C)C(=O)Cc1ccccc1,2,3,5,-0.5,12,0,-11,0,-4
CCOc1ccc(S(=O)(=O)N(C)c2ccc(OCC(=O)N3CCOCC3)cc2)cc1,1,0,10,-2.1,1,1,-19,1,-4
O=[N+]([O-])c1ccc(-c2nc(=S)c3c(o2)CCCC3)cc1,5,-2,2,-1.9,15,1,-19,-4,0
O=C(COC(=O)C1CCN(c2ccc(C(F)(F)F)cn2)CC1)c1ccc(Cl)cc1,8,-10,-8,1.0,-22,2,16,-2,0
O=c1cc(-c2ccccc2Cl)oc2ccc([N+](=O)[O-])c(O)c12,-3,2,13,-2.5,-14,4,-8,3,-4
COc1ccc(NC(=O)NNC(=O)c2ccc3ccccc3c2)cc1OC,0,1,11,0.1,-17,3,-18,-1,6
CCOC(=O)NC(NC(=S)Nc1ccccc1OC)C(Cl)(Cl)Cl (centres undefined),11,-5,5,-3.8,12,3,-15,1,12
CS(=O)(=O)c1ccc(Cl)c(NC(=O)COC(=O)/C=C/c2cnc3ccccc3n2)c1,9,4,-1,-0.7,24,-2,19,0,-6
CCC(=O)Nc1cccc(NC(=S)NC(=O)c2cccs2)c1,4,-8,-1,-0.1,2,2,11,4,-6
CC(=O)C1=C(c2ccccc2)NC(=S)NC1c1cc(Cl)c(OC(C)C)c(Cl)c1 (centres undefined),10,-3,0,19,22,14,17,8,-29
O=C(CSC1CS(=O)(=O)c2cc([N+](=O)[O-])ccc21)NNC(=O)c1ccccc1 (centres undefined),-8,10,-5,-1.3,10,1,-25,1,5
C[C@H](CO)N1C[C@H](C)[C@@H](CN(C)S(=O)(=O)c2ccc(F)cc2)Oc2ccc(NC(=O)Cc3ccccc3)cc2C1=O,3,-6,-4,0.6,14,3,25,-8,-1
Cc1ccc(Nc2nc(Cl)c(C=O)s2)cc1,3,-4,3,3.9,7,1,-34,-7,-23
Cc1ccc(S(=O)(=O)C(CNC(=O)C(C)C)c2cccs2)cc1 (centres undefined),-2,-1,2,-1.5,-1,3,-17,-4,-11
COc1ccccc1CNC(=O)COn1nnc2ccc(S(=O)(=O)N3CCOCC3)cc21,4,4,-1,-1.9,5,0,-4,2,-6
O=C(CNCc1ccccc1)Nc1ccc(Cl)cc1,5,-3,-8,-0.6,-4,7,1,-2,7
O=C(NCc1ccc(F)cc1)OC1CC2CC1[C@H]1CCCCN1C2=O (some centres undefined),0,2,2,.,9,2,-10,0,.
CCCN(C(=O)Cc1ccc(S(=O)(=O)N2CCOCC2)s1)c1c(N)n(Cc2ccccc2)c(=O)[nH]c1=O,5,-3,-6,1.4,-9,1,-13,-2,-2
COc1cc2sc(-c3ccc(S(C)(=O)=O)cc3)c(C(=O)NCCCCO)c2cc1OC,4,7,0,0.2,1,8,17,3,3
CCOC(=O)c1oc2ccccc2c1COC(=O)C(C)NC(=O)c1ccco1 (centres undefined),-1,-1,-3,0.7,-11,0,-11,1,-1
CCc1ccc(NC(=O)C(=O)NCC(O)c2ccccc2)cc1 (centres undefined),-7,-1,0,-1.2,27,22,-3,-5,-5
Cc1ccc(-c2nc(C#N)c(N3CCC(C)CC3)o2)cc1,8,-5,-4,-2.3,8,-1,8,-4,10
Cc1cc(C)cc(CC(=O)N2CCC2(C)C(=O)NS(=O)(=O)c2cccc(OC(F)F)c2)c1 (centres undefined),7,1,2,.,2,1,-10,1,.
CCCc1nc2c(nnn2Cc2ccccc2F)c(=O)[nH]1,-5,1,6,-0.3,24,6,-18,1,-10
CCC(=O)Nc1ccc2c(c1)nc(CCN1CCN(c3ccccn3)CC1)n2C,5,4,-1,-1.9,0,0,12,-7,11
CC1CCCCC1NC(=O)C1CCN(S(=O)(=O)c2cccc3nsnc23)CC1 (centres undefined),-3,7,1,-0.2,11,16,-3,3,4
c1ccc(CSc2nnc3ccc(-c4ccco4)nn23)nc1,-3,11,4,0.2,-2,2,-13,-1,-16
O=C(CN(Cc1ccccc1)C1=NCCS1)c1ccccc1,1,-4,-17,0.5,0,1,4,-5,7
CCOc1ccccc1NC(=O)CNC(=O)N1CC(=O)Nc2ccccc21,-3,-4,3,-1.7,3,1,-17,2,3
O=C(O)CCC(=O)CCC(=O)c1ccc(Cl)cc1,-5,6,1,-0.9,6,2,-7,2,-8
CCOc1ccc(OCC)c(NC(=O)CSc2nnnn2CC)c1,2,2,0,-1.1,12,7,0,0,16
Cc1ccc(/C=C/C(=O)NCc2ccc3c(c2)OCO3)o1,1,-1,-3,-2.1,17,1,0,-2,20
OC(CNCc1cccnc1)COc1ccc2ccccc2c1 (centres undefined),-5,-2,-2,-0.2,1,3,-7,-18,-3
Cc1ccc(-n2nnnc2-c2cnc(-c3cccnc3)nc2C(F)(F)F)cc1,8,-15,-9,-1.4,-2,13,27,-7,-6
Cc1cccc(N(Cc2cc3ccccc3[nH]c2=O)C(=O)c2cccs2)c1,7,0,-12,-4.6,22,5,-32,2,-10
CC(CC(=O)Nc1cc(S(=O)(=O)N2CCOCC2)ccc1OCC(F)(F)F)c1ccccc1 (centres undefined),4,-6,-6,-0.2,-4,13,-13,-1,12
COc1cc(C)c(C(N)=O)c(OC)n1,3,-1,-8,2.2,8,8,-5,0,0
O=c1c2ccccc2sc2ccc(C#CC3(O)CCCCC3)cc12,2,-22,0,3.2,2,7,33,-5,-18
COc1cc(NC(=O)CN2C(=O)COc3ccc(S(=O)(=O)N4CCOCC4)cc32)cc(OC)c1,0,1,-3,-0.1,6,1,-9,-2,-8
O=[N+]([O-])c1ccc(N=Nc2ccc(O)cc2O)cc1,1,-2,1,6.8,9,4,9,1,26
CCOc1cc(N2CCOCC2)c(OCC)cc1NC(=O)CSc1ncn[nH]1,14,-3,0,0.1,-14,1,5,3,-3
Cc1cc2ccccc2c(=O)n1CC(=O)Nc1ccc2c(c1)OCO2,3,2,3,0.8,3,7,4,-1,31
COc1cc(S(=O)(=O)N2CCN(Cc3ccc4c(c3)OCO4)CC2)ccc1NC(C)=O,4,0,-3,.,-2,-1,-11,-2,.
O=C(NCC(=O)N(Cc1cccs1)C(C(=O)NC1CCCCC1)c1ccncc1)c1ccco1 (centres undefined),-6,9,1,-0.2,11,0,-3,-7,-4
COc1ccccc1NC(=S)N1CCN(c2nc(-c3ccccc3)cs2)CC1,8,-3,-3,-0.6,8,-1,-6,-2,9
Cc1cccc(C)c1NC(=O)COC(=O)CCC(=O)c1cccs1,-1,-6,-1,1.6,4,8,-1,-6,-5
CCOc1ccc(CN(C(=O)c2cc(=O)c3cc(C)cc(C)c3o2)C2CCS(=O)(=O)C2)cc1 (centres undefined),9,5,3,-0.8,12,5,-5,-1,7

# Part of the list above, field by field.
Cc1ccc(-n2nnnc2-c2cnc(-c3cccnc3)nc2C(F)(F)F)cc1
  M5 antag = 8	M5 PAM = -15	M4 PAM = -9	CRFBP-R2 agonist = -1.4	CHO-K1 Ca PAM = -2	TAAR1 ag = 13	TAAR1 antagonist = 27	M5 ag = -7	CRFR2-BP antag = -6

Cc1cccc(N(Cc2cc3ccccc3[nH]c2=O)C(=O)c2cccs2)c1
  M5 antag = 7	M5 PAM = 0	M4 PAM = -12	CRFBP-R2 agonist = -4.6	CHO-K1 Ca PAM = 22	TAAR1 ag = 5	TAAR1 antagonist = -32	M5 ag = 2	CRFR2-BP antag = -10

CC(CC(=O)Nc1cc(S(=O)(=O)N2CCOCC2)ccc1OCC(F)(F)F)c1ccccc1 (centres undefined)
  M5 antag = 4	M5 PAM = -6	M4 PAM = -6	CRFBP-R2 agonist = -0.2	CHO-K1 Ca PAM = -4	TAAR1 ag = 13	TAAR1 antagonist = -13	M5 ag = -1	CRFR2-BP antag = 12

# Other results.
SMILES,M5 antag,M5 PAM,M4 PAM,CRFBP-R2 agonist,CHO-K1 Ca PAM,TAAR1 ag,TAAR1 antagonist,M5 ag,CRFR2-BP antag
Cc1ccc(C)c(OCCn2c(=O)c3c(ncn3C3CCCC3)n(Cc3ccccc3)c2=O)c1,7,-7,-6,2.9,-6,1,-22,0,-25
CCCCOCCCNC(=O)C[C@@H]1C[C@@]2(C(=O)OCC)CCCC=C2N(CCC2=CCCCC2)C1=O,2,-4,1,.,.,0,-7,-3,.
O=C(c1c(F)cccc1F)N1CCCC(c2nc(-c3ccc(F)cc3)no2)C1 (centres undefined),-2,-5,-10,-1.1,-11,1,9,3,7
COc1cc(/C=C/C(=O)OC[C@H]2O[C@H](OC3(CO)OC(CO)C(O)C3O)[C@H](O)[C@@H](O)[C@@H]2O)ccc1O (some centres undefined),-10,4,-3,0.9,5,4,0,5,-5
CCOC(=O)/C(C#N)=C\c1ccco1,-8,3,9,0.2,8,0,-5,-1,14
CC(=O)c1c(C(C)=O)c(C)n(-c2ccc(N)c(C)c2)c1C,-1,1,7,0.3,15,6,-3,-5,-1
CNC(=S)N(C)/N=C1/C(=O)N(Cc2c(Cl)cccc2Cl)c2ccccc21,5,-11,-6,-0.5,1,2,35,1,-7
Cc1ccc(C(=O)NCC(=O)NCC(c2cccs2)N2CCOCC2)cc1C (centres undefined),-6,10,1,-0.1,7,0,-11,-1,3
CC(=O)Oc1ccc2c(c1)cc(C)n2C,5,-4,0,-0.7,4,0,-5,10,14
CCCCC/C=C/C1=CC(=O)C[C@H](c2ccc3c(c2)OCO3)C1,19,-18,6,1.9,6,6,38,0,2
O=C(Nc1ccccc1)Nc1ccccc1NS(=O)(=O)c1cccs1,3,-15,-6,0.9,12,16,26,8,4
Cc1ccccc1SCC(=O)NNC(=O)c1ccncc1,1,-1,3,0.2,7,9,-15,1,-4
Cc1noc(C)c1CSCC(=O)Nc1cc(S(=O)(=O)N2CCCCC2)ccc1OC(C)C,0,-5,2,0.2,1,2,-30,-5,6
Cc1ccc(C(=O)Nc2nc3ccccc3s2)s1,-1,0,-3,-0.6,19,5,0,2,-54
